NPR1 activator: GC-A (human) enzyme activation | HEK293 GC-A cells, cGMP TR-FRET, EC30 ANP; 0% at EC30 ANP, 100% saturating ANP | activation, % at 10 µM | 0.14% of 370,000 active | AID 1671463; in the data active means activation above about 40%
GAA850 FXN act: frataxin GAA850 promoter activation | HEK293 lucGAA850 FXN promoter luciferase reporter, 24 h; percent of 10 µM SAHA response | activation, % at 6 µM | 0.56% of 360,000 active;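 active means activation above the average of all compounds screened plus 3 SD, cutoff fixed separately per campaign, cut at about 7.5% in these data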;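 further: 0% = DMSO wells and 100% = 10 µM SAHA wells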
ADAM10 inh: inhibits human ADAM10. O14672. recombinant ADAM10, EDANS/DABCYL FRET peptide cleavage, 3 h. inhibition, % at 7 µM. 0.62% of 370,000 active. AID 720582;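 active means inhibition above a per-campaign cutoff equal to the mean of compounds falling between control-based bounds plus 3 SD, cut at about 20% in these data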;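 further: 0% = DMSO wells while the 100% control is not disclosed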
Target sequence (O14672 214-748 limits assumed): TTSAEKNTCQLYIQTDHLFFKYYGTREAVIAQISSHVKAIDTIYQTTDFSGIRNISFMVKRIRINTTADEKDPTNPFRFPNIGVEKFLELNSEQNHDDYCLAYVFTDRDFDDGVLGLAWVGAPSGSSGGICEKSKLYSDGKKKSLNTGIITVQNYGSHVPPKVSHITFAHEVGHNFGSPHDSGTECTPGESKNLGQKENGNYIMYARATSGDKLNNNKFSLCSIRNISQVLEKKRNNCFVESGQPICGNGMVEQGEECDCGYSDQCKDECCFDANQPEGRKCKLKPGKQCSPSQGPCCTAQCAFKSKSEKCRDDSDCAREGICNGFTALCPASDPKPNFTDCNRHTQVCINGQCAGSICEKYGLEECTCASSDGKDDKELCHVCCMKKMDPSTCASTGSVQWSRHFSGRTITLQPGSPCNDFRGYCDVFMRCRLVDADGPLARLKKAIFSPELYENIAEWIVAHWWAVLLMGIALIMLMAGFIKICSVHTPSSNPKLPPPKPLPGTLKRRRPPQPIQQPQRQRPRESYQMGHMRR
DAX1 inh-1: NR0B1 (DAX1) inhibition; 0.99% of 340,000 active; HEK293 Gal4-DAX1 luciferase reporter, luminescence; P51843; inhibition, % at 6.75 µM; AID 504766;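 active means inhibition above the mean over all tested compounds plus 3 SD, cut at about 4.2% in these data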;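 further: 0% = DAX1-transfected cells with DMSO and 100% = empty-vector control cells with DMSO; inhibition shows as a rise in luminescence from relieved DAX1 repression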
NPR2 activator: GC-B (human) receptor activation. 0.11% of 370,000 active. HEK293-GC-B cells, CNP EC30, cGMP TR-FRET; 0% at EC30 CNP, 100% saturating CNP. activation, % at 10 µM. AID 1920062. P20594;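 active means activation at 10 µM reaching about 35% in either raw or pattern-adjusted values, limit read from the data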
hcDAF-12 act: activates DAF-12 receptor from parasite H. contortus | HEK293 hcDAF-12 lit1-tk-luc reporter, luminescence; 0% DMSO, 100% Δ7-dafachronic acid | activation, % at 6.8 µM | 1.4% of 370,000 active | AID 652067;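 active means activation above the mean of all tested compounds plus 3 SD, cut at about 5.5% in these data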;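 further: 100% = response to 3 µM Δ7-dafachronic acid high control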
DAX1 inh-2: DAX1 (NR0B1) inhibition, primary screen | AID 652010 | 1.1% of 370,000 active | HEK293T StAR-luciferase reporter, SF-1/DAX-1 repression relief | inhibition, % at 6.8 µM;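 active means inhibition above the mean over all tested compounds plus 3 SD, cut at about 3.6% in these data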;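 further: 0% = DAX-1 cells with DMSO and 100% = cells lacking DAX-1 with DMSO; higher inhibition means more luminescence from relief of DAX-1 repression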
sPLA2-III inh: Inhibits HGIII-sPLA2 liposome hydrolysis, primary screen. Q9NZ20. QFRET BODIPY PC-A2 liposome hydrolysis, fluorescence. inhibition, % at 12.2 µM. 0.56% of 370,000 active;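 active means inhibition above mean plus 3 SD of compounds lying within the high and low control bounds, cut at about 19% in these data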;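 further: 0% = median of test compound wells and 100% = no enzyme DMSO wells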
Target sequence (Q9NZ20 whole entry, looked up): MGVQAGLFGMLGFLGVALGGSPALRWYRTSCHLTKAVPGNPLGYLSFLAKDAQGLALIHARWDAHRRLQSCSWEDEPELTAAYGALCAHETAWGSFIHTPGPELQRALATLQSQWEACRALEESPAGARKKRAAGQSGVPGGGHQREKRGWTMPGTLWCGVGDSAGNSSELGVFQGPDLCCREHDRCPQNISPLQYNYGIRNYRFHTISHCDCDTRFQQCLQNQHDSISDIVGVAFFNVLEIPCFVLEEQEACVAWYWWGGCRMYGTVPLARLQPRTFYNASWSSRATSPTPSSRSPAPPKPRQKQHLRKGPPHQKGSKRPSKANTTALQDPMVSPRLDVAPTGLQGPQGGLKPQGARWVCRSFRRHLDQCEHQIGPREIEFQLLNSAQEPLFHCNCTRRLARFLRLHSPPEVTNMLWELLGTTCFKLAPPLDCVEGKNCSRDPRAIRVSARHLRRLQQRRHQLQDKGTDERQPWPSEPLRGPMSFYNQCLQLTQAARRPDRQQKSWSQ
hgDAF12 agonist: hgDAF-12 agonism, primary luciferase screen; activation, % at 6.8 µM; AID 687014; HEK293 GAL4-hgDAF12 UAS-luciferase reporter, agonist luminescence; normalized to butyrate control; 1.8% of 370,000 active;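 active means activation above a cutoff set at the mean of all screened compounds plus 3 SD, cut at about 10% in these data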;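 further: 0% = DMSO wells and 100% = sodium butyrate wells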
ssDAF12 agonist: activates DAF-12 receptor from parasite S. stercoralis; HEK293 ssDAF-12/GRIP1 lit1-tk-luc reporter, luminescence; % of 3 µM dafachronic acid response; activation, % at 6.8 µM; 1% of 370,000 active; AID 652126;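 active means activation above the mean over all tested compounds plus 3 SD, cut at about 0.9% in these data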;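 further: 0% = DMSO-only wells and 100% = 3 µM delta7-dafachronic acid wells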
SMARCA2 activ: activators of SMARCA2 function | MG213 cells, MMTV-luciferase reporter, dexamethasone, overnight | activation, % at 9.1 µM | 1% of 370,000 active; in the data active means activation above about 7.8%;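 further: 0% = vehicle wells and 100% = reference activator wells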
Numbers without * were called inactive; i = inactive; · = not tested or not shown.

SMILES	NPR1 activator	GAA850 FXN act	ADAM10 inh	DAX1 inh-1	NPR2 activator	hcDAF-12 act	DAX1 inh-2	sPLA2-III inh	hgDAF12 agonist	ssDAF12 agonist	SMARCA2 activ
CC(C)(C)SCCNC(=O)/C=C/c1cccc([N+](=O)[O-])c1	5.2	1.2	-11.5	0.0	1.8	1.1	0.0	4.5	3.6	-0.5	-1.3
COCCNC(=O)C(c1cccnc1)N(Cc1ccc(C)cc1)C(=O)Cn1nnc2ccccc21 (centres undefined)	-2.4	-0.5	-7.7	-0.1	1.6	-0.6	0.9	-1.1	-0.8	-1.7	0.5
CCc1cccc(C)c1NC(=O)CCN1C(=O)NC(C)(C)C1=O	0.3	1.1	-11.3	0.0	0.5	0.7	0.7	2.0	0.2	-1.3	-1.7
O=C(N/N=C/c1ccc(OC(F)F)cc1OC(F)F)NC1CCCCC1	2.5	0.3	17.4	-0.2	5.5	-3.0	-0.5	-15.0	-2.7	-1.6	-1.4
CCC(C)C(=O)Nc1ccc(S(=O)(=O)N2CCCC2)cc1 (centres undefined)	2.7	0.2	-4.6	-0.6	7.7	-2.2	0.2	0.0	-3.4	-1.2	-2.0
CCOc1ccc(NC(=O)CSc2nnc(C)n2CC)cc1	-2.5	1.0	3.5	-1.4	-3.6	-2.2	-0.3	2.5	0.1	-0.7	2.2
Cc1cc(C)cc(NC(=O)CN2C(=O)COc3ccc(S(=O)(=O)N4CCCC4)cc32)c1	-0.8	-1.9	3.5	-0.6	4.0	-2.4	0.0	-8.1	-0.4	-1.6	-2.8
COc1ccc(OC)c(NC(=O)CN2C(=O)C(=O)N(Cc3ccccc3)C2=O)c1	-1.5	0.8	-11.0	0.0	-2.2	1.1	0.1	12.6	-1.1	-0.7	-2.9
OC1(c2cccs2)CN(c2ccc(Cl)cc2)C2=[N+]1CCCC2 (centres undefined)	-6.4	-0.7	-1.5	0.5	-7.1	-0.5	-1.1	-1.1	1.5	-1.6	1.0
CC(C)c1ccc(/C=N/N2CCN(c3ccccn3)CC2)cc1	4.0	1.5	2.1	-0.1	-5.0	-0.8	-0.1	14.6	2.5	-1.2	-2.8
CCN(CC)S(=O)(=O)c1cc(C(=O)c2nccn2C)ccc1Cl	2.4	-0.7	-5.2	0.2	-0.4	-1.0	-0.6	1.1	0.7	-1.8	0.1
COc1ccc(Cn2nnnc2C(c2cc3cc(C)ccc3[nH]c2=O)N2CCN(C)CC2)cc1 (centres undefined)	-1.3	1.2	-72.5	2.4	0.5	-0.3	0.1	-9.3	0.5	-0.8	-2.1
Cc1c(C)c2ccc(OCC(=O)NCCCN3CCCC3=O)cc2oc1=O	-6.2	-1.0	i	0.1	-4.9	-1.3	-1.7	3.7	1.0	-0.8	1.8
COC(=O)C1CN(Cc2ccc(F)cc2)CCS(=O)(=O)N1Cc1ccc(OC)cc1 (centres undefined)	-4.0	·	-6.9	·	-10.5	0.8	0.6	9.6	1.7	-1.3	-2.1
O=C(c1cc2c([nH]c1=O)CCCC2)N1CCc2c([nH]c3ccccc23)C1c1ccccc1F (centres undefined)	-4.2	-1.0	-2.3	-0.4	2.0	1.6	-0.2	-23.6	0.3	0.7	-3.4
O=C(Cc1ccc(F)cc1)Nc1ccc(S(=O)(=O)N2CCCC2)cc1	0.8	0.5	-3.4	-1.2	-1.4	-0.9	-0.2	-9.6	-0.4	-0.2	-1.6
COc1cc(/C=C/C(=O)N2CCCN(C(=O)/C=C/c3cc(OC)c(OC)c(OC)c3)CC2)cc(OC)c1OC	-6.4	-0.2	-13.4	1.4	0.6	-1.6	-0.1	-2.3	0.5	-0.7	-2.2
Cc1cc(N2CCN(C)CC2)n2cc(-c3ccc(F)cc3)nc2n1	0.4	-1.6	i	-1.1	-11.8	-1.2	-0.6	5.6	0.1	-1.5	1.5
Cc1ccc(OCC(=O)N/N=C\c2ccc(O)cc2)c([N+](=O)[O-])c1	-6.1	3.7	6.9	-0.8	2.0	-1.5	-0.1	-14.6	0.9	-1.5	-2.9
CCCCn1nnc(NC(=O)c2sc3cc(Cl)ccc3c2Cl)n1	11.8	-0.2	6.8	0.1	5.7	-1.0	0.1	-8.2	-1.5	-1.4	-1.2
COc1ccc(Cl)cc1NC(=O)CN(C)C(=O)CN1C(=O)NC(C)(C)C1=O	1.2	-0.5	-7.9	-0.1	-3.0	-1.1	1.6	2.4	-0.2	-1.2	-0.9
C/C(=N\Nc1ncc(Cl)cc1Cl)c1ccc(C#N)cc1	-2.3	0.9	-1.2	0.4	-3.8	0.0	-0.4	5.7	-1.9	-1.3	4.8
Cc1ccccc1NC(=O)COC(=O)CCc1c[nH]c2ccccc12	-1.2	-0.6	-46.5	-0.8	0.0	-1.4	0.9	-76.4	3.0	-0.9	0.1
Cc1cccc(NC(=O)Cn2cc(C(=O)c3ccco3)c3ccccc32)c1	-3.3	0.5	-111.2	0.7	-2.8	0.7	-0.5	-25.6	-1.7	-1.6	2.0
COc1ccc(OC)c(-c2nn(-c3ccccc3)cc2C(=O)NC2(C)CCS(=O)(=O)C2)c1 (centres undefined)	0.5	-0.1	-4.8	0.0	0.6	1.5	-0.2	2.3	-0.4	-1.3	-0.8
C/C(=N/NC(=O)c1ccncc1)C1=C(O)CC(C)(C)CC1=O	-2.4	0.3	-3.5	0.9	1.5	-0.2	0.1	-0.1	0.5	-0.3	4.2
O=C1OCC(CO)(CO)N=C1NNc1ccc(Cl)c(Cl)c1	0.0	-3.0	2.6	0.2	2.0	2.6	3.1	9.7	1.9	-1.0	4.9
O=C1NC[C@H](Cc2ccccc2)N(CCc2cc(C(F)(F)F)cc(C(F)(F)F)c2)C1=O	-3.8	·	4.9	·	-6.4	0.1	0.5	5.1	-0.3	-0.6	-0.4
O=C(Nc1cccc([N+](=O)[O-])c1)c1ccc(CSc2ccccc2)cc1	-0.7	1.0	-0.9	0.9	-10.2	-0.1	-0.8	-10.0	2.5	-0.8	-0.1
CC12CCC(=O)N1C(C(=O)Oc1cccc(F)c1)CS2 (centres undefined)	-1.4	1.6	0.0	1.0	-2.9	-1.2	1.3	-6.3	2.3	-1.1	2.8
COc1ccc(NC(=O)CSc2ccc(-c3cccs3)nn2)c(OC)c1	-0.9	0.8	3.1	0.3	3.3	-0.7	0.3	-3.3	-0.9	-2.0	4.6
O=C(/C=C/Nc1ccc(Oc2ccccc2Cl)cc1)c1ccco1	3.5	4.2	-7.8	2.6	0.1	2.4	1.4	-11.8	14.6*	-0.1	2.8
COC(=O)C1CN(Cc2ccccc2)CCS(=O)(=O)N1Cc1ccc(C(F)(F)F)cc1 (centres undefined)	-4.4	·	-0.6	·	-4.4	-1.1	-1.8	1.4	-0.1	-1.7	-2.9
CC1CN(S(=O)(=O)c2cccc(C(=O)N=c3sccn3C)c2)CC(C)O1 (centres undefined)	1.6	2.9	2.0	-0.9	-2.3	-1.8	-1.7	-2.0	-2.8	-1.4	-3.2
CC1CC(C)CN(C(=S)Nc2ccc(OC(F)F)cc2)C1 (centres undefined)	1.5	2.8	0.1	-0.2	8.8	0.3	0.4	10.4	-1.1	-0.3	0.2
C=CCN(Cc1nc(-c2ccccc2)no1)C(=O)c1ccc2c(c1)OCO2	-4.4	-1.1	5.9	-0.5	5.8	-2.8	0.5	-6.0	-0.3	-1.1	3.9
O=C(c1ccccc1-c1ccccc1)N1CCCC1	2.0	-1.1	-1.9	1.1	7.8	-0.4	-0.6	-1.4	-0.1	-1.2	-2.4
COc1cc(/C=N/NC(=O)c2cccnc2)ccc1OC(=O)c1cc(OC)c(OC)c(OC)c1	2.5	-0.5	1.9	-3.3	6.0	1.0	-0.8	2.0	-1.3	-1.0	0.5
COc1ccc(OC)c(S(=O)(=O)N(C)CC(=O)Nc2cc(Cl)ccc2OC)c1	-3.2	-1.8	4.6	0.1	1.7	-2.8	-0.6	-6.9	-1.8	-1.2	0.5
CSc1ccc(C(=O)NCC(c2ccco2)N(C)C)cc1[N+](=O)[O-] (centres undefined)	5.2	1.0	4.8	1.5	-1.2	0.7	0.5	-0.3	-0.1	-0.5	-0.5
C=CCNC(=O)c1oc2ccc(S(=O)(=O)N3CCC4(CC3)OCCO4)cc2c1C	-2.3	-0.1	-9.8	-0.4	-7.1	-1.2	0.2	7.0	0.0	-1.2	-2.8
O=C(C[C@@H]1C/C=C\C[C@H](NC(=O)OCC2c3ccccc3-c3ccccc32)C(=O)OC[C@@H]2CCCN2C1=O)N[C@H](CO)Cc1ccccc1	-0.9	-2.3	7.5	1.1	1.6	-1.4	0.2	0.5	1.8	-1.6	4.3
CCOC(=O)c1ccc(NC(=O)NCc2ccncc2)cc1	-0.3	-3.1	-2.1	-1.3	0.5	-2.2	-0.4	-1.2	1.9	-1.1	-1.3

Reformatted with values under each structure: part of the list above.
Below each compound – NPR1 activator, GAA850 FXN act, ADAM10 inh, DAX1 inh-1, NPR2 activator, hcDAF-12 act, DAX1 inh-2, sPLA2-III inh, hgDAF12 agonist, ssDAF12 agonist, SMARCA2 activ
- CC1CC(C)CN(C(=S)Nc2ccc(OC(F)F)cc2)C1 (centres undefined)
  1.5, 2.8, 0.1, -0.2, 8.8, 0.3, 0.4, 10.4, -1.1, -0.3, 0.2
- C=CCN(Cc1nc(-c2ccccc2)no1)C(=O)c1ccc2c(c1)OCO2
  -4.4, -1.1, 5.9, -0.5, 5.8, -2.8, 0.5, -6.0, -0.3, -1.1, 3.9
- O=C(c1ccccc1-c1ccccc1)N1CCCC1
  2.0, -1.1, -1.9, 1.1, 7.8, -0.4, -0.6, -1.4, -0.1, -1.2, -2.4
- COc1cc(/C=N/NC(=O)c2cccnc2)ccc1OC(=O)c1cc(OC)c(OC)c(OC)c1
  2.5, -0.5, 1.9, -3.3, 6.0, 1.0, -0.8, 2.0, -1.3, -1.0, 0.5
- COc1ccc(OC)c(S(=O)(=O)N(C)CC(=O)Nc2cc(Cl)ccc2OC)c1
  -3.2, -1.8, 4.6, 0.1, 1.7, -2.8, -0.6, -6.9, -1.8, -1.2, 0.5
- CSc1ccc(C(=O)NCC(c2ccco2)N(C)C)cc1[N+](=O)[O-] (centres undefined)
  5.2, 1.0, 4.8, 1.5, -1.2, 0.7, 0.5, -0.3, -0.1, -0.5, -0.5
- C=CCNC(=O)c1oc2ccc(S(=O)(=O)N3CCC4(CC3)OCCO4)cc2c1C
  -2.3, -0.1, -9.8, -0.4, -7.1, -1.2, 0.2, 7.0, 0.0, -1.2, -2.8
- O=C(C[C@@H]1C/C=C\C[C@H](NC(=O)OCC2c3ccccc3-c3ccccc32)C(=O)OC[C@@H]2CCCN2C1=O)N[C@H](CO)Cc1ccccc1
  -0.9, -2.3, 7.5, 1.1, 1.6, -1.4, 0.2, 0.5, 1.8, -1.6, 4.3
- CCOC(=O)c1ccc(NC(=O)NCc2ccncc2)cc1
  -0.3, -3.1, -2.1, -1.3, 0.5, -2.2, -0.4, -1.2, 1.9, -1.1, -1.3

Assay outcomes (PubChem BioAssay)
